OTUD3 inh: inhibitors of human OTUD3 deubiquitinase; inhibition, % at 25 µM; purified OTUD3, Ub-rhodamine fluorescence, 2 h; OTU domain-containing protein 3 (Homo sapiens), Q5T2D3; AID 1645858, 2021; 47,000 tested, 0.7% active
Target sequence (Q5T2D3 whole entry, looked up, the tested form may be a part): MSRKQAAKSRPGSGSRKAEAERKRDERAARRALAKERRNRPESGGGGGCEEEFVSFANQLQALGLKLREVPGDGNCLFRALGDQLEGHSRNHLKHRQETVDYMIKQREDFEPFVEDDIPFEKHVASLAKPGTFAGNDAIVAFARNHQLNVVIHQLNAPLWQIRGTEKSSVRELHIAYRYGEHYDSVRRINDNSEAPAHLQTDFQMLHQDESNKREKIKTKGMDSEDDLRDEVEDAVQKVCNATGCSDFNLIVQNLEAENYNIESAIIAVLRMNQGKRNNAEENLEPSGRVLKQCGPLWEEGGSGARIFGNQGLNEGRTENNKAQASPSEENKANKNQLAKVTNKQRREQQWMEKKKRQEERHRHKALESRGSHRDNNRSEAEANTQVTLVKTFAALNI
USP10 block: inhibitors of human USP10 deubiquitinase; inhibition, % at 20 µM; 47,000 tested, 1.1% active; Ubiquitin carboxyl-terminal hydrolase 10 (Homo sapiens), Q14694; purified USP10, Ub-rhodamine fluorescence, 60 min
USP28 inh: inhibitors of human USP28 deubiquitinase. Ubiquitin carboxyl-terminal hydrolase 28 (Homo sapiens), Q96RU2. purified USP28, Ub-rhodamine cleavage fluorescence, 30 min. inhibition, % at 25 µM. 47,000 tested, 3% active
USP17 inh: inhibitors of human USP17 deubiquitinase. Ubiquitin carboxyl-terminal hydrolase 17-like protein 5 (Homo sapiens), A8MUK1. purified USP17, Ub-rhodamine cleavage fluorescence, 3 h. inhibition, % at 50 µM. 47,000 tested, 6.5% active
USP7 inh: inhibitors of human USP7 deubiquitinase; Ubiquitin carboxyl-terminal hydrolase 7 (Homo sapiens), Q93009; purified USP7, Ub-rhodamine cleavage fluorescence; inhibition, % at 20 µM; 47,000 tested, 0.3% active; AID 1645854, 2021
USP8 block: inhibitors of human USP8 deubiquitinase; Ubiquitin carboxyl-terminal hydrolase 8 (Homo sapiens), P40818; purified USP8, Ub-rhodamine cleavage fluorescence, 30 min; inhibition, % at 20 µM; 47,000 tested, 4.2% active
UCHL1 inh: inhibitors of human UCHL1 deubiquitinase; Ubiquitin carboxyl-terminal hydrolase isozyme L1 (Homo sapiens), P09936; purified UCHL1, Ub-rhodamine cleavage fluorescence; inhibition, % at 20 µM; 47,000 tested, 0.2% active; AID 1645859, 2021
USP30 inh: inhibitors of human USP30 deubiquitinase; purified USP30, Ub-rhodamine cleavage fluorescence; inhibition, % at 25 µM; 47,000 tested, 5.3% active; AID 1645860, 2021
Target sequence (Q70CQ3 whole entry, looked up): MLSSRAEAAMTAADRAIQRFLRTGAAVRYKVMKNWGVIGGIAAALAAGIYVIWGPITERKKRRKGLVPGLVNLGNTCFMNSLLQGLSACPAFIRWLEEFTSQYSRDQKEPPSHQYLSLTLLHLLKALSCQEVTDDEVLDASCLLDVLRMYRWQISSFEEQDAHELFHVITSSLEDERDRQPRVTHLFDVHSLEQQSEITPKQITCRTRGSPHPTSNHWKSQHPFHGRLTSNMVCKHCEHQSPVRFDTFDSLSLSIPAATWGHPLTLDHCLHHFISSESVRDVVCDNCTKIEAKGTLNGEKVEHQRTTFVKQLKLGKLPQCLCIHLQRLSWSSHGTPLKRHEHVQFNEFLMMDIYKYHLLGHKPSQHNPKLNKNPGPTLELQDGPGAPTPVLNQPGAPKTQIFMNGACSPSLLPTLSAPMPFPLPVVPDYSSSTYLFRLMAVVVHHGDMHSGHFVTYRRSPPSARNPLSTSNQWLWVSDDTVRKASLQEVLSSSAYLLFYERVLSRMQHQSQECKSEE
* hit, by the source's call; . = not tested or not shown. Cut-off read from the data, not from the text of the source: active = inhibition above about 30%; inactive = the rest.

no.	molecule	USP30 inh	USP10 block	USP7 inh	OTUD3 inh	USP17 inh	USP28 inh	UCHL1 inh	USP8 block
1	CN(C)S(=O)(=O)c1cc(C(=O)Nc2ccc(-c3nc4ccccc4s3)cn2)ccc1Cl	-19.5	-8.6	-1.4	7.6	9.6	1.9	0.3	17.2
2	O=C(C1CCCC1)N1CCCC(Cc2cnc(-c3ncc[nH]3)cn2)C1 (stereo not drawn)	-0.2	-2.1	-1.3	-1.8	-12.1	-4.1	-3.1	-32.6
3	FC(F)(F)c1cc(-c2ccco2)nc2nc(N3CCN(c4ccccc4)CC3)nn12	-108.3	-4.9	-25.7	-20.5	-70.4	-49.8	-18.0	-13.3
4	Cc1c(Cc2ccc3c(c2)OCO3)sc(NC(=O)c2ccc(S(=O)(=O)N3CCOCC3)cc2)c1C#N	-44.1	21.4	-1.8	-37.4	24.5	-11.8	-3.8	3.2
5	Cc1nnc(-c2cccc(NC(=O)C3CCN(Cc4ccc5c(c4)CCO5)CC3)c2)s1	-5.1	-3.1	-0.2	-7.2	1.7	5.8	-4.4	-17.1
6	COc1ccccc1S(=O)(=O)N1CC[C@@H]2[C@H]1C(=O)N(C)[C@@H](C)C(=O)N2C	18.2	0.7	6.5	6.0	8.4	11.3	1.1	9.9
7	O=C(c1csc2ccccc12)N1CCN(c2ccccc2F)CC1	29.0	7.0	2.8	14.5	11.8	24.3	3.5	-3.9
8	O=c1[nH]c(-c2ccncc2)nc2c1CCN(Cc1cccn1-c1cccnc1)C2	-266.9	-3.4	-46.7	-37.4	0.0	-34.1	-33.2	57.9*

5 entries already listed, sorted by the number in OTUD3 inh, ascending:
no.	molecule	USP30 inh	USP10 block	USP7 inh	OTUD3 inh	USP17 inh	USP28 inh	UCHL1 inh	USP8 block
8	O=c1[nH]c(-c2ccncc2)nc2c1CCN(Cc1cccn1-c1cccnc1)C2	-266.9	-3.4	-46.7	-37.4	0.0	-34.1	-33.2	57.9*
2	O=C(C1CCCC1)N1CCCC(Cc2cnc(-c3ncc[nH]3)cn2)C1 (stereo not drawn)	-0.2	-2.1	-1.3	-1.8	-12.1	-4.1	-3.1	-32.6
6	COc1ccccc1S(=O)(=O)N1CC[C@@H]2[C@H]1C(=O)N(C)[C@@H](C)C(=O)N2C	18.2	0.7	6.5	6.0	8.4	11.3	1.1	9.9
1	CN(C)S(=O)(=O)c1cc(C(=O)Nc2ccc(-c3nc4ccccc4s3)cn2)ccc1Cl	-19.5	-8.6	-1.4	7.6	9.6	1.9	0.3	17.2
7	O=C(c1csc2ccccc12)N1CCN(c2ccccc2F)CC1	29.0	7.0	2.8	14.5	11.8	24.3	3.5	-3.9

Remaining list, next part.
no.	molecule	USP30 inh	USP10 block	USP7 inh	OTUD3 inh	USP17 inh	USP28 inh	UCHL1 inh	USP8 block
9	CN(C)c1ccc(C2C3=C(CC(C)(C)CC3=O)Nc3ccccc3N2C(=O)Cc2ccc(Cl)cc2)cc1 (stereo not drawn)	-67.6	-4.1	-0.9	-13.2	17.5	-12.5	4.1	30.5*
10	Cc1c(C)n(CCN(C)C)c2ncnc(NCc3ccccn3)c12	15.4	0.1	2.3	14.7	-7.0	-0.3	1.1	-2.3
11	CCOC(=O)N1CCC(N2Cc3cccc(C(=O)O)c3C2=O)CC1	15.7	3.4	10.0	11.9	-6.5	1.8	4.0	3.2
12	COC(=O)c1cc2c(ccn2C)n1CC(=O)N1CCN(c2ccc(F)cc2)CC1	-176.4	-4.1	-9.6	-50.5	-2.9	-58.8	-7.6	10.2
13	COc1ccc(-n2c(=O)c(CCC(=O)O)nc3ccccc32)cc1	-45.1	-0.7	-3.6	-8.9	50.1*	-7.3	4.8	15.1
14	COc1ccc(CCNc2cc(C)nc3c4c(C)cc(C)nc4nn23)cc1OC	-277.3	-8.0	-17.7	-65.8	-74.8	-82.3	-19.7	-109.9
15	COc1ccc(N2CCn3c(SCC(=O)Nc4cccc(C(F)(F)F)c4)nnc32)cc1	6.0	13.6	2.0	-6.7	-6.6	-6.7	-1.6	-14.6
16	COc1cccc(S(=O)(=O)N2CCCn3nnc(COCC4CC4)c3C2)c1	19.1	0.1	0.0	6.2	2.2	-1.4	0.9	10.3

(continued)
no.	molecule	USP30 inh	USP10 block	USP7 inh	OTUD3 inh	USP17 inh	USP28 inh	UCHL1 inh	USP8 block
17	CC(=O)c1cc(Cl)ccc1OCC(=O)NC12CC3CC(CC(C3)C1)C2	21.8	7.3	-0.2	7.8	10.2	5.1	3.1	4.3
18	CCn1c(CSc2nc(C)cc(=O)[nH]2)nc2ccccc21	6.2	-1.9	1.0	3.8	-9.3	2.9	0.9	-92.0
19	NC(=O)c1ccc(C(=O)N(Cc2ccc(F)cc2)C2CC2)cc1	-0.1	1.3	0.0	-9.9	-9.8	0.0	0.1	0.2
20	CNC(=O)N1CCC(c2cc(OCc3ccccc3)no2)CC1	-11.4	-0.1	-4.7	-5.7	0.1	0.1	-3.2	-1.2
21	CCOc1ccc2ncc(S(=O)(=O)c3ccccc3)c(N3CCN(c4ccccc4)CC3)c2c1	7.4	4.9	2.6	2.4	-0.2	-5.0	0.4	-3.3
22	Cc1cc(-c2ccccc2)n2nc(-c3sccc3-n3c(C)ccc3C)cc2n1	-261.3	-3.6	-17.4	-52.9	-24.5	-61.1	-10.8	-1.5
23	O=C(COc1cccnc1[N+](=O)[O-])Nc1ccccc1C(F)(F)F	6.7	-0.7	-2.9	-2.9	-7.6	-13.9	-1.2	-91.8
24	CN(c1cccc(Cl)c1)S(=O)(=O)c1cccc(C(=O)OCC(=O)N(Cc2ccccc2)C(C)(C)C)c1	6.0	1.5	10.9	1.8	0.0	5.3	5.6	2.4

Reprinted at random: four records from the list, in no set order.
no.	molecule	USP30 inh	USP10 block	USP7 inh	OTUD3 inh	USP17 inh	USP28 inh	UCHL1 inh	USP8 block
17	CC(=O)c1cc(Cl)ccc1OCC(=O)NC12CC3CC(CC(C3)C1)C2	21.8	7.3	-0.2	7.8	10.2	5.1	3.1	4.3
19	NC(=O)c1ccc(C(=O)N(Cc2ccc(F)cc2)C2CC2)cc1	-0.1	1.3	0.0	-9.9	-9.8	0.0	0.1	0.2
24	CN(c1cccc(Cl)c1)S(=O)(=O)c1cccc(C(=O)OCC(=O)N(Cc2ccccc2)C(C)(C)C)c1	6.0	1.5	10.9	1.8	0.0	5.3	5.6	2.4
21	CCOc1ccc2ncc(S(=O)(=O)c3ccccc3)c(N3CCN(c4ccccc4)CC3)c2c1	7.4	4.9	2.6	2.4	-0.2	-5.0	0.4	-3.3

Going on with the list.
no.	molecule	USP30 inh	USP10 block	USP7 inh	OTUD3 inh	USP17 inh	USP28 inh	UCHL1 inh	USP8 block
25	COc1cccc(CNCc2c(C(=O)O)c(C)n(-c3ccccc3)c2C)c1	-20.8	-1.9	1.7	0.7	15.6	-1.4	0.0	10.3
26	COc1ccc(CNS(=O)(=O)c2cc(-c3[nH]ncc3C(=O)N3CCCC3)oc2C)cc1	-55.7	1.8	-44.0	12.6	-0.9	0.0	7.6	4.0
27	COc1cccc(CNC(=O)Cc2c(C)n[nH]c2C)c1	-5.8	-0.5	1.2	-7.6	.	-6.7	-2.0	-7.4
28	O=C(N[C@H]1C[C@@H]2C[C@H]1N(C(=O)c1ccc3c(c1)OCO3)C2)c1cccnc1	1.1	-1.9	1.7	10.8	8.4	5.3	0.2	-20.3
29	CNc1cncc(C2CCCN2S(=O)(=O)N2CCCC2)n1 (stereo not drawn)	2.8	-4.9	4.6	1.7	-1.3	-3.0	1.2	0.4
30	O=C(O)CC1COc2ccccc2N1C(=O)c1ccccc1Cl (stereo not drawn)	16.4	0.1	5.1	8.9	12.8	3.4	3.0	7.8
31	Cn1c(=O)c2c(ncn2CC(=O)OCc2cc([N+](=O)[O-])cc3c2OCOC3)n(C)c1=O	-0.1	1.4	0.2	-5.9	-5.5	-0.3	0.8	-39.5
32	CCN1CCC2(CC1)OC(=O)C(C)=C2C(=O)N1CCN(c2ncccn2)CC1	16.3	1.5	3.9	11.9	13.4	7.6	3.0	1.4

New compounds follow.
no.	molecule	USP30 inh	USP10 block	USP7 inh	OTUD3 inh	USP17 inh	USP28 inh	UCHL1 inh	USP8 block
33	N#Cc1c[nH]n2c(=O)cc(Cc3ccccc3)nc12	-10.7	0.4	-0.1	-6.3	0.7	0.2	0.2	0.0
34	Cn1cnc([N+](=O)[O-])c1N1CCN(C(c2ccccc2)c2ccccc2)CC1	0.6	0.2	-18.9	-5.5	-11.2	4.6	3.4	3.3
35	CCOC(=O)c1sc2nc(C)nc(NCCCN3CCOCC3)c2c1C	-13.0	-4.5	0.4	-6.3	-7.9	-10.4	0.5	-8.0
36	CNc1nc2c(c(=O)n1Cc1ccccc1)CCN(C(=O)N1CCOCC1)C2	-4.1	-1.3	0.0	-2.6	5.6	-7.1	-1.1	4.9
37	CC1(C)OC(=O)[C@]2(C)C[C@@H](C(=O)Nc3ccc(F)cc3)[C@@]1(C)N2	.	0.1	4.7	0.4	5.7	.	3.4	1.7
38	Cc1ncc2c(n1)CCN(S(=O)(=O)c1ccc(Br)cc1)C2	-38.8	-3.9	6.3	-1.3	-3.9	-4.0	-0.5	20.7
39	CC(=O)c1ccc(NC2=NS(=O)(=O)C(c3ccc(F)cc3)=C2C)cc1	-7.1	2.0	0.2	-6.0	1.6	-5.7	-0.6	-12.2
40	O=C(Cc1nc(-c2ccccn2)n[nH]1)NCc1ccccc1Cl	-8.3	-2.9	2.6	-5.6	-60.9	-20.2	-6.0	-254.0

Remaining list, next part
no.	molecule	USP30 inh	USP10 block	USP7 inh	OTUD3 inh	USP17 inh	USP28 inh	UCHL1 inh	USP8 block
41	Cc1ccccc1Nc1nc(N)nc(CSc2ccc3c(c2)OCCO3)n1	0.0	-1.0	0.1	-3.3	-3.8	-8.0	-2.5	-25.5
42	COc1ccc(-c2cc(C(=O)Nc3cccc(Br)c3)c3ccccc3n2)cc1	19.1	5.6	11.5	12.8	11.7	4.0	6.1	24.6
43	O=S(=O)(c1ccc(-c2noc(-c3ccncc3)n2)cc1)N1CCCC1	-32.5	0.0	0.0	-0.9	13.2	-7.2	-0.3	0.9
44	Cc1ccc(C(=O)Nc2cccc(-n3c(C)nc4ncccc4c3=O)c2)cc1	-3.5	-1.4	0.0	0.0	-77.1	13.3	-1.3	-8.9
45	O=C(CN1CCC(Nc2nc(C(F)(F)F)cc(=O)[nH]2)CC1)N1CCCc2ccccc21	-13.7	2.1	-12.2	-9.8	-8.8	-11.0	0.0	4.2
46	Nc1ccccc1-c1nnc(SCC(=O)c2ccccc2)o1	32.7*	7.3	5.5	14.9	16.1	15.0	1.9	15.2
47	Cc1nccc(C(=O)N2CCCC(c3ncc(Cc4ccc(F)cc4)o3)C2)n1 (stereo not drawn)	0.0	0.0	-0.4	-0.9	0.1	2.2	-3.2	-1.5
48	Cc1cccc(NC(=O)Cn2c(C)nc3c(c2=O)CCN(Cc2ccccc2)C3)c1C	-1.9	-9.3	-7.0	-15.2	30.0*	-0.2	-2.0	13.9

Next part
no.	molecule	USP30 inh	USP10 block	USP7 inh	OTUD3 inh	USP17 inh	USP28 inh	UCHL1 inh	USP8 block
49	Cc1cc(=O)n(CC(=O)NCc2ccc(F)cc2)c(N2CCOCC2)n1	0.3	-0.1	-19.6	-3.4	-3.9	-9.8	-2.7	1.6
50	CCc1cc(=O)n(Cc2cccc(C#N)c2)c(N2CCCC2)n1	1.3	2.8	-19.3	4.5	4.2	4.6	3.0	2.1
51	Cc1cccc(S(=O)(=O)N(CC(=O)N(C)Cc2ccccc2)Cc2ccccc2)c1	.	12.5	0.0	-3.5	21.1	.	7.2	10.6
52	Cn1c(=O)c2c(ncn2CC(=O)OCC(=O)Nc2ccc(Cl)cc2)n(C)c1=O	-9.2	-1.2	-25.7	-5.3	-4.5	8.9	-1.6	-0.9
53	COC(=O)c1cccc(Nc2cc(C)nc3nc(-c4cccnc4)nn23)c1	20.4	4.8	5.3	8.3	13.1	13.3	2.4	-7.0
54	O=C(Cn1ccc2ccn(Cc3cccnc3)c2c1=O)NC1CCCC1	-0.3	-0.9	0.0	0.0	-2.4	1.6	0.6	1.1
55	O=C(NCC1CCOCC1)c1ccc2ccccc2n1	-72.2	2.1	1.6	-2.4	-0.1	-3.7	-1.5	0.0
56	O=C(Cc1csc(-c2cccc(Br)c2)n1)NCc1ccc(C(=O)O)cc1	-7.6	-1.4	2.3	8.3	6.0	2.8	1.4	-0.5

Screening data deposited in PubChem BioAssay by Dana-Farber Cancer Institute and Novartis Institutes for BioMedical Research (Cambridge, Mass).
